Bioassay records from PubChem BioAssay.
PfHsp40 yeast: rescue of yeast from PfHsp40 toxicity, primary screen, S. cerevisiae, ATP luminescence; S. cerevisiae expressing PfHsp40, growth rescue; growth rescue, % at 12.5 µM; actives 0.68% (n = 340,000); AID 504582, 2011; in the data active means growth rescue above about 28%, passing the limit was not always enough; inconclusive means no clear call, values can overlap the other calls;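 further: yeast W303a lacking pdr1 and pdr3 grown in galactose medium; growth measured after three days at 30 °C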
CCHF vOTU inh: CCHFV vOTU protease inhibitors, primary screen, biochemical, Pep-AMC substrate, fluorescence | Crimean-Congo hemorrhagic fever virus L polyprotein viral ovarian tumor (vOTU) protease … | inhibition, % at 11.5 µM | actives 0.55% (n = 370,000) | AID 651958, 2012; in the data active means inhibition above about 30%; further: 0% = vehicle wells with enzyme and 100% = no enzyme wells
3CLpro inhibitor: SARS-CoV 3CLpro protease inhibitors, primary screen, biochemical, quenched FRET | inhibition, % at 6 µM | Replicase polyprotein 1ab (Severe acute respiratory syndrome coronavirus), P0C6X7 | recombinant SARS-CoV 3CLpro, quenched FRET peptide cleavage | actives 0.14% (n = 290,000); in the data active means inhibition above about 12%
DUSP3 inh: VHR1 phosphatase inhibitors, primary screen, biochemical, absorbance, uHTS. actives 0.52% (n = 290,000). Dual specificity protein phosphatase 3 (Homo sapiens), P51452. inhibition, % at 13.3 µM. recombinant VHR phosphatase, pNPP absorbance; in the data active means inhibition above about 50%; further: some compounds called inactive have numbers as strong as hits
Target sequence (P51452 whole entry, looked up): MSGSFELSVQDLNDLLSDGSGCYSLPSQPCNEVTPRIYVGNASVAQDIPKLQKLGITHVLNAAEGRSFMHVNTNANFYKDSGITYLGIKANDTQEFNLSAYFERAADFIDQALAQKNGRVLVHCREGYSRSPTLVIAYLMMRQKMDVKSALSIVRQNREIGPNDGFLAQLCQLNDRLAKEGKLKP
Yp Topo-I inh: Yersinia pestis topoisomerase I inhibitors, primary screen, biochemical, cleavage product accumulation, plate reader, single point | actives 0.064% (n = 360,000) | AID 504884, 2011 | DNA topoisomerase I (Yersinia pestis CO92) | activity, % at 10 µM | Y. pestis Topo-I cleavage product accumulation; in the data active means activity above about 50%, passing the limit was not always enough; inconclusive means no clear call, values can overlap the other calls; further: inactives centre near 2
BoNT-A LC inh2: BoNT/A light chain protease inhibitors, primary screen, biochemical, flow cytometry, MLPCN library. Botulinum neurotoxin type A light chain protease (Clostridium botulinum A str. ATCC 3502). multiplex microsphere protease substrate cleavage. inhibition, % at 10 µM. actives 0.17% (n = 360,000). AID 588499, 2011; further: plate controls were buffer without enzyme for full effect and enzyme alone for no effect
BH1578 lux ind: inducers of Vibrio cholerae quorum light production without autoinducers, primary screen, BH1578 luxS cqsA deficient, single point | actives 0.16% (n = 350,000) | activation, % at 18.7 µM | V. cholerae BH1578 lux reporter, luminescence, 6 h; in the data active means activation mostly above about 9.7%, no sharp cut-off; inconclusive means no clear call, values can overlap the other calls; inactive means mostly below about 3.7%; further: not every result past the cut was called active; inactives centre near 0; reference of the scale not given here
PriA SSB inh: inhibitors of Klebsiella pneumoniae PriA binding to SSB C-terminal tail, primary screen, biochemical, AlphaScreen | PriA–SSB C-terminal tail interaction (Klebsiella pneumoniae) | AlphaScreen SSBct-PriA binding, biotinylated peptide | actives 0.6% (n = 430,000) | AID 1272365, 2023 | inhibition, % at 33 µM; in the data active means inhibition mostly above about 37%, no sharp cut-off; inactive means mostly below about 20%;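 further: plate controls were negative control peptide for no effect and reference peptide for full effect; strong numbers were not always called active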
TcdB inh: TcdB glycohydrolase inhibitors, primary screen, biochemical, single point, plate reader; TcdB glycohydrolase enzymatic assay; inhibition, % at 9.99 µM; actives 0.24% (n = 350,000); AID 652162, 2013; in the data active means inhibition above about 10%
Anthrax LF inh2: Bacillus anthracis LF protease inhibitors, primary screen, biochemical, multiplex microsphere, MLPCN library | Lethal factor (Bacillus anthracis), P15917 | multiplex microsphere protease cleavage assay | inhibition, % at 10 µM | actives 0.12% (n = 360,000) | AID 588501, 2011; further: plate controls were buffer without enzyme for full effect and enzyme alone for no effect
Target sequence (P15917 whole entry, looked up): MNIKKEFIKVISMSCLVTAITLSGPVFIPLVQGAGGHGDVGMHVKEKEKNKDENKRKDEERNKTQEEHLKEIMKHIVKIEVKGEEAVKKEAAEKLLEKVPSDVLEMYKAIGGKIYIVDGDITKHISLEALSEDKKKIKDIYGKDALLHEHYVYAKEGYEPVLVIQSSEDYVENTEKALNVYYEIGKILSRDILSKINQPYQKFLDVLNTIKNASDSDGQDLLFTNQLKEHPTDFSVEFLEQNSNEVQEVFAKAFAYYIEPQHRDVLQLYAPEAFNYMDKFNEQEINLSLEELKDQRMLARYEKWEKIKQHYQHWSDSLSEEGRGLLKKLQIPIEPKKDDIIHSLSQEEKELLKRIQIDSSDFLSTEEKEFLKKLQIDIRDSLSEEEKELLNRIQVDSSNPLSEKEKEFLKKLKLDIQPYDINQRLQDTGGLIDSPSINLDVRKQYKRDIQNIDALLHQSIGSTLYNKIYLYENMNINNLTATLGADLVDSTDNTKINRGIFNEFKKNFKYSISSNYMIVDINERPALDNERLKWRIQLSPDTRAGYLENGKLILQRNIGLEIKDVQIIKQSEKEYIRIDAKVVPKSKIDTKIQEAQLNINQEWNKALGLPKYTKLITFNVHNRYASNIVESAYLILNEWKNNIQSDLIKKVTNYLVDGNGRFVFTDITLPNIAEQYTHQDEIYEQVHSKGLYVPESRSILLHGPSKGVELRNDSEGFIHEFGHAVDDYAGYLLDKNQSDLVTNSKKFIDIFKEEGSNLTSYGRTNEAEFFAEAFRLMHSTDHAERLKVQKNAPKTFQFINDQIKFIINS
* = called active by the depositor; i = inactive; ? = inconclusive; nt = not tested or not shown; & = joins results of further samples. Unless noted, no stated cut-off is given here; in the data, active means inhibition above about 30%; inconclusive means no clear call, values can overlap the other calls; inactive means below that. An excerpt (hit frequency here may not be typical).

SMILES | PfHsp40 yeast | CCHF vOTU inh | 3CLpro inhibitor | DUSP3 inh | Yp Topo-I inh | BoNT-A LC inh2 | BH1578 lux ind | PriA SSB inh | TcdB inh | Anthrax LF inh2
CC(C)c1ccccc1NC(=O)CNCCc1ccc(C(F)(F)F)cc1 | 3.0 | 19 | 0 | -12 | 20 | -0.3 | -3.2 | -6 | 3.0 | -9
O=C(c1cc2ccccc2o1)N1CCN(Cc2ccccc2)CC1 | 0.1 | -9 | -1 | -9 | 15 | -1.5 | i | -14 | 0.9 | -3
N#Cc1c(-c2ccccc2)nc2n(-c3ccccc3)nc(C(=O)Nc3ccccc3)n2c1=O | -1.2 | 16 | 2 | 8 | 1 | -0.1 | -0.1 | -10 | nt | 0
O=C1Nc2cc(C(=O)NCCCN3CCOCC3)ccc2S/C1=C/c1cccc(Cl)c1 | -1.6 | 3 | 3 | 18 | -1 | -1.2 | -0.2 | -6 | 0.8 | -1
C=CCn1c(SCc2nc3c(c(=O)[nH]c(=O)n3CCCC)n2CCC)nnc1-c1ccccc1 | -0.8 | 6 | 2 | -11 | 25 | -0.5 | nt | -4 | nt | -3
CN(C)c1ccc(CN(CC2CCCO2)C(=O)c2cc3ccccc3o2)cc1 (configuration not stated) | -0.7 | -6 | nt | nt | 30 | 3.3 | -3.8 | 25 | 7.7 | -6
COCCCn1c(C(=O)N2CC(C)OC(C)C2)cc2c(=O)n3cccc(C)c3nc21 (configuration not stated) | 1.2 | nt | -6 | 20 | 0 | -0.5 | i | -13 | nt | -3
COc1ccc(NC(=O)N/C=C/c2ccccc2)cc1 | 0.5 | 7 | 2 | 14 | -11 | -0.4 | -3.2 | -18 | 0.8 | -14
C/C(=N\NC(=O)c1cc(-c2ccc(Cl)s2)[nH]n1)c1ccncc1 | 0.1 | 8 | -1 | -1 | 0 | -1.7 | -0.3 | nt | -1.4 | -4
CCCCOc1ccc(CN(C)c2ncnc(N)n2)cc1 | 0.6 | -1 | 0 | 42 | -1 | ? | -1.4 | -5 | nt | -3
CC1(C(=O)NS(=O)(=O)c2cccc(C#N)c2)CCN1C(=O)c1ccc(C2CCCCC2)cc1 (configuration not stated) | nt | -3 | nt | nt | 27 | -3.1 | -0.1 | nt | -1.1 | 1
O=C(CC1C(=O)NCCN1Cc1ccccc1C(F)(F)F)NCCN1CCOCC1 (configuration not stated) | -1.3 | -7 | -4 | 14 | 1 | -2.6 | i | -1 | -0.2 | -2
O=C(CSc1nc2ccccc2[nH]1)Nc1ccc(F)cc1 | -0.3 | -7 | -1 | 25 | -10 | 0.0 | -0.2 | -4 | 1.3 | 4
Cc1nnc(SCC(=O)Nc2cccc(S(=O)(=O)N(C)c3ccccc3)c2)s1 | -0.7 | 6 | 4 | -5 | 5 | -0.4 | i | 3 | 2.1 | -2
O=[N+]([O-])c1cccc(C2N3CCCN23)c1 (configuration not stated) | 1.0 | -7 | -1 | 15 | -2 | 0.4 | i | 5 | 0.1 | 0
CCOc1ccc(NC(=O)CCC(=O)NNC(=O)NC2CCCCC2)cc1 | -1.1 | 13 | -3 | 10 | -5 | -3.5 | -0.1 | -3 | 0.7 | 0
COc1ccc(N2C(=O)CCC(C(=O)N3CCC(C(N)=O)CC3)C2c2ccc(F)cc2)cc1 (configuration not stated) | -1.2 | -6 | -1 | 24 | 5 | -1.6 | -0.4 | -10 | nt | -19
Cc1c(C(=O)NCc2cccnc2)sc2nc(-c3ccccc3)cn12 | -1.4 | 1 | -7 | 29 | 13 | 0.1 | -0.2 | -7 | -0.1 | -2
COC(=O)C1=C(c2ccc(F)cc2OCc2ccccc2)C[C@@H]2CC[C@H]1N2C(=O)NCCNC(C)=O | -0.9 | -1 | nt | nt | 1 | -0.4 | i | -16 | 0.5 | -1
Cc1ccc2oc(C(=O)NCc3ccccc3)cc(=O)c2c1 | 0.4 | -10 | 0 | 16 | 5 | 0.1 | i | 2 | 0.4 | 8
COc1ccc(/C=C/C(=O)O/N=C(\N)c2ccccn2)cc1OC | -0.5 | 1 | nt | nt | 0 | -1.2 | i | i | 0.6 | -4
O=C(Nc1c[nH]c(=O)[nH]c1=O)c1ccc2c(c1)C(=O)N(c1cccc([N+](=O)[O-])c1)C2=O | 0.3 | 10 | -5 | 34 | 2 | 0.1 | i | -10 | 0.4 | -4
CCCc1nc2ccc(Br)cc2c(=O)n1-c1ccc([N+](=O)[O-])c(C(F)(F)F)c1 | -0.1 | 12 | 3 | 45 | -2 | 0.3 | -0.2 | -9 | nt | -2
Cc1sc2nc(SCC(=O)c3cc(C)n(CC4CCCO4)c3C)n(C(C)C)c(=O)c2c1C (configuration not stated) | 0.7 | -1 | 4 | 10 | -3 | -0.2 | -0.6 | 6 | nt | -3
C[C@@H]1CN([C@H](C)CO)C(=O)c2cc(NC(=O)Nc3ccc(F)cc3)ccc2O[C@@H](C)CCCCO[C@H]1CN(C)Cc1ccc(C(=O)O)cc1 | nt | 4 | nt | nt | 33 | -0.1 | i | nt | -1.0&-1.3 | -6
Further results follow:
SMILES | PfHsp40 yeast | CCHF vOTU inh | 3CLpro inhibitor | DUSP3 inh | Yp Topo-I inh | BoNT-A LC inh2 | BH1578 lux ind | PriA SSB inh | TcdB inh | Anthrax LF inh2
COc1ccc(N(CC(O)CN2CCCCC2)S(=O)(=O)c2ccc(C)cc2)cc1 (configuration not stated) | -1.0 | 17 | -5 | 10 | 3 | ? | -3.1 | -1 | nt | -13
CC(C)(C)n1ncc2c(=O)n(CC(=O)N3CCc4ccccc43)cnc21 | -1.0 | 1 | 0 | 5 | -1 | 0.0 | -5.3 | -7 | nt | 2
COc1cc(C)c(CNCCc2c[nH]c3ccccc23)cc1C | 0.4 | -12 | -2 | -9 | 29 | -2.0 | i | 4 | 2.2 | -10
CCCCC(=O)Nc1cc(OC)c(NC(=S)Nc2ccc(OC)cc2)cc1OC | -0.3 | -11 | nt | nt | 8 | 1.1 | i | 4 | -0.7 | 10
N#Cc1ccc(-c2ccc(F)cc2)nc1Oc1ccc(F)cc1 | 1.5 | -6 | -1 | 25 | -8 | 1.7 | i | -17 | nt | -3
Fc1ccccc1CSc1nc2ncc(Br)cc2[nH]1 | 0.1 | 2 | -3 | 20 | 3 | 0.2 | -25 | -15 | nt | -1
Oc1ccccc1Nc1nc(NCc2ccco2)c2ccccc2n1 | -1.6 | 1 | -1 | 8 | -3 | nt | -0.5 | 11 | 4.5 | nt
O=C(Nc1ccc(C(=O)N2CCCC2)cc1)c1cccc(C(F)(F)F)c1 | -1.4 | -10 | 1 | 18 | 8 | 0.4 | nt | 1 | 1.7 | -6
Cc1ccc(Cl)cc1NC(=O)COC(=O)CSc1ccccc1 | -0.5 | 1 | nt | nt | 2 | 0.2 | i | -15 | 2.1 | -4
CCc1nc2ccc(C(=O)NCCN3CCOCC3)cn2c1N(C=O)Cc1ccc(OC)cc1 | nt | 10 | nt | nt | -11 | -0.6 | -5.0 | nt | -0.2 | 6
COc1cc(NC(=O)c2sc3ncn(CC(=O)N4CCCCC4)c(=O)c3c2C)cc(OC)c1OC | -1.2 | 10 | -6 | 16 | 18 | 2.1 | -0.1 | 7 | -1.4 | 2
C=CCNc1nc2ccccc2c(=O)[nH]1 | -0.5 | 2 | 2 | 13 | 5 | -1.3 | -0.2 | 4 | -0.1 | 0
C=CC(=O)NC(NC(=O)C=C)c1ccccc1F | 0.0 | 0 | -2 | 8 | 0 | 0.2 | -0.4 | -8 | 0.9 | -7
COc1ccccc1N1CCN(C(=O)c2cccc(Oc3ccccc3)c2)CC1 | 6.6 | 0 | 6 | 20 | 5 | 0.3 | -0.3 | -3 | 0.8 | -1
Cc1[nH]c2ccc(-c3nnc(SCC(=O)N4CCCc5ccccc54)o3)cc2c1C | 0.2 | -1 | 7 | 8 | 0 | 0.5 | i | 2 | 1.1 | -3
CC1(C)Cc2c(sc(NC(=O)C(=O)N3CCCC3)c2C(N)=O)CO1 | -1.0 | 7 | -4 | -6 | 6 | 1.0 | -8.5 | 2 | 1.0 | -1
CCSc1nnc(NC(=O)C2CCCN(C(=O)c3ccc(Cl)cc3)C2)s1 (configuration not stated) | nt | 3 | nt | nt | 12 | -0.5 | -1.2 | nt | 0.8 | -6
COc1cccc(NC(=O)c2ccnc(N3CCC(C(=O)NCc4ccccc4OC)CC3)c2)c1 | -0.6 | 7 | -2 | -20 | 12 | 0.6 | -0.1 | -9 | 1.8 | 2
O=C(/C=C/c1cccc([N+](=O)[O-])c1)c1cccs1 | 1.4 | 4 | -3 | -11 | -4 | 0.0 | -0.4 | -2 | 1.4 | 0
CCc1ccc(NC(=O)c2ccc(F)c(S(=O)(=O)NCC3COc4ccccc4O3)c2)cc1 (configuration not stated) | -0.8 | -7 | 9 | 13 | 15 | -0.6 | -0.3 | -2&10 | nt | -1
CCCCn1c(N)c(-c2nc3ccccc3s2)c2c([N+](=O)[O-])nn(C)c(=O)c21 | 0.9 | -5 | -7 | 20 | -6 | -0.5 | -0.5 | 11 | nt | -1
CCN(CC)Cc1c(O)ccc2c(=O)c(-c3ccc4c(c3)OCCO4)coc12 | -0.1 | -28 | 2 | 10 | -4 | 0.9 | -0.1 | -10 | nt | -1
Cc1ccc(S(=O)(=O)N(Cc2cccc([N+](=O)[O-])c2)C(=O)N2CCN(C)CC2)cc1 | -1.1 | 11 | nt | nt | 0 | 2.1 | i | -12 | 1.4 | 1
Cc1c(NS(C)(=O)=O)c(=O)n(-c2ccccc2)n1C | -0.6 | 5 | 1 | 7 | -8 | -1.1 | -0.2 | -21 | nt | -3
O=C1C=C(c2ccc3c(c2)OCO3)C[C@@H](c2ccc(Cl)cc2)C1 | -1.5 | -2 | nt | nt | 5 | 0.2 | i | -5 | -0.2 | 0
CCNC(=O)NC(=O)COC(=O)CCc1nc(=O)c2ccccc2n1C | 0.9 | 1 | -1 | -20 | 5 | 0.3 | 0.6 | -16 | 1.2 | 0
CCOC(=O)Cc1csc(NC(=O)c2ccc3c(c2)OCO3)n1 | 14 | 2 | -4 | 6 | 6 | -0.3 | i | -9 | nt | -6

Taken from the results shown for reference:
SMILES | PfHsp40 yeast | CCHF vOTU inh | 3CLpro inhibitor | DUSP3 inh | Yp Topo-I inh | BoNT-A LC inh2 | BH1578 lux ind | PriA SSB inh | TcdB inh | Anthrax LF inh2
Cc1ccc(S(=O)(=O)N(Cc2cccc([N+](=O)[O-])c2)C(=O)N2CCN(C)CC2)cc1 | -1.1 | 11 | nt | nt | 0 | 2.1 | i | -12 | 1.4 | 1
Cc1c(NS(C)(=O)=O)c(=O)n(-c2ccccc2)n1C | -0.6 | 5 | 1 | 7 | -8 | -1.1 | -0.2 | -21 | nt | -3
O=C1C=C(c2ccc3c(c2)OCO3)C[C@@H](c2ccc(Cl)cc2)C1 | -1.5 | -2 | nt | nt | 5 | 0.2 | i | -5 | -0.2 | 0
CCNC(=O)NC(=O)COC(=O)CCc1nc(=O)c2ccccc2n1C | 0.9 | 1 | -1 | -20 | 5 | 0.3 | 0.6 | -16 | 1.2 | 0
CCOC(=O)Cc1csc(NC(=O)c2ccc3c(c2)OCO3)n1 | 14 | 2 | -4 | 6 | 6 | -0.3 | i | -9 | nt | -6
